# UBC13 inh: human UBC13 polyubiquitination inhibition | UBC13 polyubiquitin chain formation, TR-FRET | inhibition, % at 20 µM | hit rate 0.47% among 330,000; in the data active = inhibition above about 45%, passing the limit was not always enough
# Target sequence (P61088 whole entry, looked up): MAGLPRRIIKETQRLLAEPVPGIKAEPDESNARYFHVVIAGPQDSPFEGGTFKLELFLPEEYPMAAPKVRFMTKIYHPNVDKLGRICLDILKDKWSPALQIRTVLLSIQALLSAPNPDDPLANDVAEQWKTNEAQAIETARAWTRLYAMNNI
# SENP6 inh: SENP6 protease inhibition; hit rate 1.8% among 330,000; AID 2599; inhibition, % at 10 µM; Recombinant SENP6 catalytic domain, aminoluciferin luminescence; Q9GZR1;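 active = inhibition above about 50% at the single tested dose, limit read from the data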;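 also: plate controls were DMSO wells with enzyme for no effect and DMSO wells lacking enzyme for full effect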
# Target sequence (Q9GZR1 628-1112 limits assumed): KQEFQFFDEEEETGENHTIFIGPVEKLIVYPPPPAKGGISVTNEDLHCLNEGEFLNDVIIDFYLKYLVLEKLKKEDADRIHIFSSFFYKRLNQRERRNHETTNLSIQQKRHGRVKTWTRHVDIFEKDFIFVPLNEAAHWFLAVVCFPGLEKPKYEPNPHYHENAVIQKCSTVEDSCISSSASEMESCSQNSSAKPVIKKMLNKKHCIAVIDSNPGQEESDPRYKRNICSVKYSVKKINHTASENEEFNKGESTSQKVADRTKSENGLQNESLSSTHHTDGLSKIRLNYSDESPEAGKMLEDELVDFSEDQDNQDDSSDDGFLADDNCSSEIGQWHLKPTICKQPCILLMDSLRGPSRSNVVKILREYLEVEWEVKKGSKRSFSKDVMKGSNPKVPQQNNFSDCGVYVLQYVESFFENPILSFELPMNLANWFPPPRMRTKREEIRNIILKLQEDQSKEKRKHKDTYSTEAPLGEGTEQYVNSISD
# SENP8 block-1: inhibitors of human SENP8 protease | purified SENP8, Z-RLRGG-aminoluciferin cleavage, luminescence | inhibition, % at 10 µM | hit rate 1.2% among 330,000 | AID 2540; in the data active = inhibition above about 50%
# SENP7 block: blocks the human protease SENP7; AID 434973; inhibition, % at 5 µM; recombinant SENP7, Z-RLRGG-aminoluciferin luminescence, 40 min; Q9BQF6; hit rate 1.5% among 330,000;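 active = inhibition above about 50% at the single test dose, limit read from the data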;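 also: plate controls were DMSO with enzyme for no effect and no enzyme buffer wells for full effect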
# Target sequence (Q9BQF6 706-1050 limits assumed): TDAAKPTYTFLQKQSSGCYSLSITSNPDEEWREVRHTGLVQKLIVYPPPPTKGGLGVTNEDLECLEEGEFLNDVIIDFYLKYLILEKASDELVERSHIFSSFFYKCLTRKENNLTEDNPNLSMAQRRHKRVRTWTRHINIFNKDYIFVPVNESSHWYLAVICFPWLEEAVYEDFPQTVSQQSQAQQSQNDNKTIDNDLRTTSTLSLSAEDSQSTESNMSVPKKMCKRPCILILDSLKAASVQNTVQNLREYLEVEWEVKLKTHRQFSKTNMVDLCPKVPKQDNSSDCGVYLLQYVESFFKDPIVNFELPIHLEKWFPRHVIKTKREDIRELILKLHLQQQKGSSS
# SENP8 block-2: SENP8 (human) protease inhibition. Q96LD8. recombinant SENP8, Nedd8 substrate fluorescence. inhibition, % at 20 µM. AID 602440. hit rate 0.64% among 360,000; in the data active = inhibition mostly above about 40%, no sharp cut-off; inactive = mostly below about 27%
# APOBEC3G inh: inhibitors of human APOBEC3G DNA deaminase | AID 493012 | recombinant A3G, ssDNA deamination FAM/TAMRA fluorescence | inhibition, % at 20 µM | Q9HC16 | hit rate 0.28% among 330,000;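 active = inhibition of at least 40% at 20 µM, with no more than 30% in the related APOBEC3A deaminase screen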;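 also: plate controls were DMSO wells with A3G for no effect and wells lacking A3G enzyme for full effect; some compounds called inactive have numbers as strong as hits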
# Apaf1 inhib: blocks human Apaf-1 apoptosome activity; O14727; reconstituted apoptosome caspase-3 activity, DEVD-Rh110 fluorescence; inhibition, % at 20 µM; hit rate 0.71% among 330,000; active = inhibition of at least 40% at 20 µM;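 also: plate controls were DMSO wells for no effect and DEVD-CHO caspase inhibitor wells for full effect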
#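 System – cell-free apoptosome with Apaf-1, procaspase-3 and caspase-9 · Buffer or medium – pH 7.5 Hepes buffer with CHAPS, BSA, DTT · Also added – cytochrome c with DEVD-Rh110 · Times – 30 min compound preincubation, 50 min activation, room temperature · Technique – Rh110 fluorescence intensity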
# SENP1 FRET inh: inhibitors of human SENP1 SUMO protease catalytic domain; Q9P0U3; hit rate 0.21% among 360,000; recombinant SENP1 catalytic domain, CyPet-SUMO1-YPet FRET cleavage; inhibition, % at 10 µM; AID 624204;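 active = inhibition at least 30% at 10 µM, raw YFP signal under a set limit, fluorescence ratio 0.5 to 1.5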;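 also: 0% = enzyme with DMSO and 100% = no enzyme wells; some results filed as inactive read as strong as hits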
#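 System: Recombinant human SENP1 catalytic domain, His6-tagged | Incubation: Enzyme reaction for 50 min at room temperature, dark | Medium: Tris pH 8 with BME, BSA, NP40 and catalase | Also added: 25 nM SUMO1 FRET substrate | Compound: 10 µM single point, 0.5% DMSO | Measured by: FRET fluorescence in CFP and YFP emission channels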
# The depositor's hits bear a star; / = not tested or not shown. Compounds were not picked by outcome; overall some 3.6% were active at least once.
SMILES,UBC13 inh,SENP6 inh,SENP8 block-1,SENP7 block,SENP8 block-2,APOBEC3G inh,Apaf1 inhib,SENP1 FRET inh
O=C(NCC(c1ccco1)N1CCCCC1)c1cccs1 (stereo not drawn),0,8,-4,3,-18,-4,1,-4
Cc1ccc(C)c(NC(=O)NCCN2CCCCC2)c1,-11,-2,1,-3,11,-6,1,-1
Fc1ccc(CO/N=C/C2=C(Cl)c3ccccc3CC2)cc1,3,-6,-5,15,23,-9,9,0
COc1ccc(C(=O)CCC(=O)Nc2cccnc2)cc1,5,4,1,1,14,-10,-13,-2
O=C(CC1C(=O)NCCN1CC(c1ccccc1)c1ccccc1)NC1CC1 (stereo not drawn),-7,-9,0,-7,-24,-4,-5,-2
Cn1nc(-c2ccccc2)cc1NC(=O)Nc1ccc(C(C)(C)C)cc1,16,8,-6,-1,-1,1,9,1
O=C(NCCCN1CCOCC1)c1cccc(S(=O)(=O)N2CCc3ccccc3C2)c1,-6,-11,3,4,12,-4,7,1
O=C(NC1CC1)C1CCN(S(=O)(=O)c2cc(Cl)ccc2Cl)CC1,0,10,-14,-4,10,-2,-3,-2
Cc1nc2cc(Cl)c(Cl)cc2nc1C,-1,1,6,7,-11,2,9,-12
CCOC(=O)C1(CCSC)NC(c2ccco2)C2C(=O)N(CC)C(=O)C21 (stereo not drawn),-10,2,-11,-7,14,-3,-2,2
CSCc1ccc(C(=O)NC(C)c2cnn(-c3ccccn3)c2C)o1 (stereo not drawn),-3,-9,5,7,10,-5,7,1
CCC(=O)Nc1sc2c(c1C(N)=O)CCN(Cc1ccccc1)C2,5,-8,-8,0,-216,0,8,-31
CN(c1ccc(OCC(=O)N2CCC(C(N)=O)CC2)cc1)S(=O)(=O)c1cccs1,-15,-10,3,-1,0,0,3,0
CC(C)(C)[C@H]1C=C(C(=O)O)O[C@@H](OCCCCO)C1,-10,1,7,-9,-3,-7,-6,0
CCn1c(SCC(=O)NC2=NCCS2)nnc1C(C)NC(=O)c1ccc(Cl)cc1 (stereo not drawn),1,2,1,3,13,-2,-1,8

# Three entries out of the list above, arranged by their value in SENP8 block-1, ascending:
Compound | UBC13 inh | SENP6 inh | SENP8 block-1 | SENP7 block | APOBEC3G inh | SENP1 FRET inh
CCC(=O)Nc1sc2c(c1C(N)=O)CCN(Cc1ccccc1)C2 | 5 | -8 | -8 | 0 | 0 | -31
Cn1nc(-c2ccccc2)cc1NC(=O)Nc1ccc(C(C)(C)C)cc1 | 16 | 8 | -6 | -1 | 1 | 1
Fc1ccc(CO/N=C/C2=C(Cl)c3ccccc3CC2)cc1 | 3 | -6 | -5 | 15 | -9 | 0

# Next part:
SMILES,UBC13 inh,SENP6 inh,SENP8 block-1,SENP7 block,SENP8 block-2,APOBEC3G inh,Apaf1 inhib,SENP1 FRET inh
Cc1ccccc1C(=O)OC(C)CN1CCOCC1 (stereo not drawn),9,-1,-2,3,28,-10,-9,1
COc1ccc(N2C(=O)CSC2c2cccs2)cc1 (stereo not drawn),-14,-7,-10,-7,11,-8,7,1
O=C(Cn1nnc(-c2ccccc2)n1)Nc1cccc(S(=O)(=O)N2CCCC2)c1,-1,3,7,-8,-5,-4,14,-1
CCOc1ccc(C(=O)c2ccncc2)cc1,-9,-10,-9,7,2,-1,-28,1
O=C(N[C@H](CO)Cc1ccccc1)c1ccco1,-2,-1,14,-3,14,-3,-5,2
COCCCNC(=O)c1ccc(Cn2c(=O)c3ccccc3n(Cc3ccccc3C)c2=O)cc1,-1,4,-2,0,2,-4,23,0
CCOc1cc(C(=O)NCCC(=O)N2CCC3(CC2)NCCc2[nH]cnc23)cc(OCC)c1OCC,4,-7,5,-5,13,-5,-4,-1
O=C(NNC(=S)Nc1ccccc1)c1cccs1,3,17,0,7,3,-5,-2,1
CCCc1ccc(OCC(=O)O)cc1,1,-3,-1,4,13,3,-8,2
CC(C)CN1CC(COCc2ccccc2)Oc2ccccc2S1(=O)=O (stereo not drawn),/,/,/,-4,14,3,26,2
CCOn1c(=O)c(-c2cc(OC)ccc2OC)[n+]([O-])c2ccccc21,7,10,6,0,8,-1,0,-1
COCCNC(=S)N1CCN(c2nc(-c3ccc(F)cc3)cs2)CC1,3,13,2,0,13,5,13,-2
CC1=C/C(=C/N(C)c2ccccc2)C(=O)S1,-3,0,-2,3,-26,-3,6,-7
COc1ccc(N2C(=O)c3ccccc3NC2c2ccc(OC)c(Cn3nnc4ccccc43)c2)cc1 (stereo not drawn),4,-32,-6,-3,-372,-9,16,2
COc1cccc(C(=O)NCC(c2cccnc2)N2CCN(c3ccccc3OC)CC2)c1 (stereo not drawn),-7,-4,-6,3,4,-5,11,-72

# An excerpt from above in order of number of heavy atoms, highest first.
SMILES,UBC13 inh,SENP6 inh,SENP8 block-1,SENP7 block,SENP8 block-2,APOBEC3G inh,Apaf1 inhib,SENP1 FRET inh
COc1ccc(N2C(=O)c3ccccc3NC2c2ccc(OC)c(Cn3nnc4ccccc43)c2)cc1 (stereo not drawn),4,-32,-6,-3,-372,-9,16,2
CC(C)CN1CC(COCc2ccccc2)Oc2ccccc2S1(=O)=O (stereo not drawn),/,/,/,-4,14,3,26,2
CCOn1c(=O)c(-c2cc(OC)ccc2OC)[n+]([O-])c2ccccc21,7,10,6,0,8,-1,0,-1
CC1=C/C(=C/N(C)c2ccccc2)C(=O)S1,-3,0,-2,3,-26,-3,6,-7

# Individual results from the list:
# CCOc1cc(C(=O)NCCC(=O)N2CCC3(CC2)NCCc2[nH]cnc23)cc(OCC)c1OCC @ SENP8 block-1: 5
# COc1ccc(N2C(=O)CSC2c2cccs2)cc1 (stereo not drawn) @ UBC13 inh: -14
# COCCNC(=S)N1CCN(c2nc(-c3ccc(F)cc3)cs2)CC1 @ SENP8 block-2: 13
# CC(C)CN1CC(COCc2ccccc2)Oc2ccccc2S1(=O)=O (stereo not drawn) @ Apaf1 inhib: 26

# Further compounds.
SMILES,UBC13 inh,SENP6 inh,SENP8 block-1,SENP7 block,SENP8 block-2,APOBEC3G inh,Apaf1 inhib,SENP1 FRET inh
O=C(CSCc1ccc(Cl)cc1)Nc1ccc2c(c1)OCCO2,-2,-15,-10,-16,11,-3,7,4
CC(=O)CSc1nnc(-c2ccc(S(=O)(=O)N3CCC(C)CC3)cc2)o1,5,-7,4,0,2,-1,-19,0
O=C(c1ccc([N+](=O)[O-])o1)N1CCN(c2nc3c(Cl)cccc3s2)CC1,-3,13,13,2,11,-8,20,1
N#Cc1ccccc1OCC(=O)C1CC1,3,-16,-6,-4,5,-6,-9,0
COc1ccc(-c2oc(=O)c3cc(OC)c(OC)cc3c2C#CCCO)cc1,26,-16,-11,-5,-139,-4,-8,-21
COC(=O)c1cc(S(=O)(=O)N2CCCC2)c(Cl)cc1Cl,1,-7,2,1,5,-2,-8,2
CCOC(=O)c1cnn2cc(-c3[nH]ncc3[N+](=O)[O-])cnc12,10,10,-2,5,17,1,-1,1
Cc1cc(C)n2nc(SCC(=O)N/N=C/c3ccccc3F)nc2n1,-3,-22,-15,7,14,9,0,1
O=C(Nc1ccc2c(c1)OCCO2)C1CCN(C(=O)c2ccccc2)CC1,2,-14,3,12,8,3,12,2
O=C(CCl)Nc1ccccc1C(=O)Nc1ccc2c(c1)OCO2,-4,8,-10,-2,16,-5,2,0
COC(=O)n1c(=O)oc2ccccc21,-4,-4,-2,12,15,-6,7,1
Cc1cc2cc(C(c3nnnn3Cc3ccco3)N3CCc4ccccc43)c(=O)[nH]c2cc1C (stereo not drawn),-17,1,3,5,-162,9,21,-68
Cc1cccc(C(=O)O)c1NC(=O)c1ccc(F)cc1,9,-8,-1,6,20,-1,-2,1
Fc1ccc(COc2cccc3cccnc23)cc1,0,7,-1,-2,-71,-1,3,0
COc1ccccc1C(=O)Nc1ccnn1C1CCN(C(=O)c2ccoc2)CC1,8,-7,1,1,4,-6,-9,2

# Entries of single compounds, quoted from the list. Screens in order: UBC13 inh | SENP6 inh | SENP8 block-1 | SENP7 block | SENP8 block-2 | APOBEC3G inh | Apaf1 inhib | SENP1 FRET inh
# Listed for N#Cc1ccccc1OCC(=O)C1CC1 = 3 | -16 | -6 | -4 | 5 | -6 | -9 | 0
# Listed for O=C(CSCc1ccc(Cl)cc1)Nc1ccc2c(c1)OCCO2 = -2 | -15 | -10 | -16 | 11 | -3 | 7 | 4
# Listed for COC(=O)c1cc(S(=O)(=O)N2CCCC2)c(Cl)cc1Cl = 1 | -7 | 2 | 1 | 5 | -2 | -8 | 2
# Listed for Cc1cc2cc(C(c3nnnn3Cc3ccco3)N3CCc4ccccc43)c(=O)[nH]c2cc1C (stereo not drawn) = -17 | 1 | 3 | 5 | -162 | 9 | 21 | -68
# Listed for COc1ccc(-c2oc(=O)c3cc(OC)c(OC)cc3c2C#CCCO)cc1 = 26 | -16 | -11 | -5 | -139 | -4 | -8 | -21

# Next entries
SMILES,UBC13 inh,SENP6 inh,SENP8 block-1,SENP7 block,SENP8 block-2,APOBEC3G inh,Apaf1 inhib,SENP1 FRET inh
CCN(CC)S(=O)(=O)c1ccc(-c2csc(C)n2)cc1,-11,-23,-7,-9,3,-8,16,3
CCc1sc(NC(=O)CCC(=O)O)nc1-c1cc2ccccc2oc1=O,-2,-7,-7,4,-60,-7,-223,-2
Cc1onc(-c2ccccc2)c1CNS(=O)(=O)c1ccc(F)cc1F,2,-1,5,2,15,-2,-17,1
O=C(O)c1cccc(S(=O)(=O)N2CCc3ccccc3C2)c1,-10,28,3,6,25,-4,1,0
Cc1cccc2nc(Cn3c(=O)n(CCCC(=O)NCc4ccco4)c(=O)c4ccccc43)cc(=O)n12,-3,-6,-4,-15,-39,-1,1,0
Cc1ccc(C)c(N(CC(=O)NCc2ccccc2)C(=O)c2csnn2)c1,-4,-7,-22,-4,17,-3,1,5
COC(=O)COc1ccc(/C=C2/SC(=O)N(CC(=O)N3CCCC3)C2=O)cc1Br,3,-1,-9,-2,-3,-6,6,-3
COc1ccc(C(=O)COC(=O)/C=C/c2ccc(S(=O)(=O)Nc3cccc(S(N)(=O)=O)c3)cc2)cc1,-3,-8,2,-5,14,-5,0,2
CCOC(=O)/C=C/C(=O)OCC(=O)N1CCN(C(=O)c2ccco2)CC1,-5,5,1,-12,11,-1,-8,-1
Cc1ccc(S(=O)(=O)CC(=O)c2ccc(C)c([N+](=O)[O-])c2)cc1,6,-16,-3,-3,5,-6,-4,1
O=C(O)CN1C(=O)N/C(=C\c2cccn2-c2ccc(P(=O)(O)O)cc2)C1=O,-13,8,-9,2,-27,1,1,-8
O=C(Nc1cccnc1)c1cnn2c(C(F)F)cc(C3CC3)nc12,1,0,13,2,12,0,1,-1
N#C/C(=C/c1ccc(-c2ccccc2[N+](=O)[O-])o1)C(=O)NCCN1CCCCC1,-21,13,5,3,24,-4,-7,2
CCCNC(=O)C1(CC2CC(c3ccccc3)=NO2)CCN(C(=O)C2CCCC2)CC1 (stereo not drawn),8,-1,4,3,8,4,3,2
OC[C@@H](O)[C@@H](O[C@@H]1O[C@H](CO)[C@H](O)[C@H](O)[C@H]1O)[C@H](O)[C@@H](O)CO,5,0,3,-5,8,-1,0,1
COC(=O)Cc1ccc(NC(=O)c2ccc3c(c2)C(=O)N(Cc2cccnc2)C3=O)cc1,1,2,-2,0,9,-6,1,-1
O=C(NCc1c(F)cccc1F)c1cc(COc2c(F)cccc2F)on1,8,-1,-1,3,5,-4,-2,-2

# High-throughput results from PubChem BioAssay.
